Pol kappa inh: qHTS for Inhibitors of Polymerase Kappa. DNA polymerase kappa (Homo sapiens), Q9UBT6. purified Pol kappa, fluorescent DNA synthesis assay, 10 min. Potency, µM (doses to about 107 µM), without a hit: at the highest dose activity, negative = inhibition, hits mostly inhibitors. hit rate 0.53% among 400,000. AID 588579, 2011; note: potency is the fitted concentration of half-maximal effect; % is set by controls: 0 for no effect and ±100 for the full control effect
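Inhibition of 10 nM Pol kappa is measured by a fluorescent read-out at 0 and 10 min following addition of 50 nM substrate (final), with a 15-min room-temperature compound preincubation.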
POLB inh: qHTS Assay for Inhibitors of DNA Polymerase Beta. hit rate 1.3% among 340,000. Potency, µM (doses to about 114 µM), for inactives: top-dose activity change, negative = inhibition, most hits filed as inhibitors. AID 485314, 2010. P06746. Pol beta primer extension/strand displacement, fluorescence kinetic; note: potency is the fitted concentration of half-maximal effect; % is set by controls: 0 for no effect and ±100 for the full control effect
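Pol beta (10 nM) was preincubated with compound for 15 min at room temperature. The reaction was then started with 50 nM substrate and read immediately and after a further 10 min at room temperature.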
Tb PGK inh: qHTS Assay to Find Inhibitors of Phosphoglycerate Kinase; Phosphoglycerate kinase, glycosomal (Trypanosoma brucei brucei), P07378; Potency, µM (series often up to 57.5 µM), for inactives: top-dose activity change, negative = inhibition, hits mostly inhibitors; hit rate 0.043% among 380,000; PGK/GAPDH coupled, Kinase-Glo luminescence, 60 min; note: potency is the fitted concentration of half-maximal effect; % is set by controls: 0 for no effect and ±100 for the full control effect; nearly all actives have a fitted effect of over 60% in size
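Luminescent ATP detection (Kinase-Glo Plus) follows a 60-minute room-temperature incubation, with wells lacking PGK as controls. Buffer: 100 mM TEA (pH 7.6), 5 mM MgCl2, 0.01% Tween-20. Coupling enzyme GAPDH (100 nM final) supplies unstable 1,3-BPG in-well.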
RXFP1 antag: qHTS Assay for Antagonists of the Relaxin Receptor RXFP1; Relaxin receptor 1 (Homo sapiens), Q9HBX9; HEK293-RXFP1, relaxin-stimulated cAMP HTRF, 30 min; stronger effect = lower value; activity change, negative = inhibition, % at 57.5 µM; hit rate 0.59% among 350,000; AID 1259400, 2018;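 active = activity change of -60% or lower, but not beyond a set lower limit; inconclusive = change between -60% and -40%, or beyond the set limit; inactive = change above -40%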; note: % is set by controls: 0 for no effect and ±100 for the full control effect
BLM helicase inh: qHTS Assay for Inhibitors of Bloom's syndrome helicase (BLM); recombinant BLM DNA unwinding, fluorescence dequenching; Potency, µM (highest dose often 56.1 µM), for the others: top-dose activity change, negative = inhibition, usual class: inhibitors; hit rate 0.2% among 350,000; AID 2528, 2010;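 note: potency is the fitted concentration of half-maximal effect; plate controls were vehicle for no effect and no enzyme for full effect; nearly all actives have a fitted effect of over 35% in size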
POLI inh: qHTS for Inhibitors of Polymerase Iota; Pol iota fluorescent replication assay, 10 min; AID 588590, 2011; hit rate 1% among 390,000; Potency, µM (top dose mostly 115 µM), without a hit: at the highest dose activity, negative = inhibition, actives largely listed as inhibitors; note: potency is the fitted concentration of half-maximal effect
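Fluorescent replication assay read twice, at 0 min and 10 min after adding 50 nM (final) substrate. Enzyme (10 nM) and compounds were first incubated 15 min at room temperature; enzyme-free buffer wells were negative controls.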
Apoferritin bind: qHTS Assay for Identification of Novel General Anesthetics; Ferritin light chain (Equus caballus), P02791; apoferritin/1-aminoanthracene competitive binding, fluorescence; Potency, µM (titrated, usually from 77.5 µM), without a hit: at the highest dose activity change, negative = displacement, actives largely listed as inhibitors; hit rate 0.074% among 350,000; note: potency is the fitted concentration of half-maximal effect; % is set by controls: 0 for no effect and ±100 for the full control effect; nearly all actives have a fitted effect of over 20% in size
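Read-out: endpoint 1-AMA fluorescence, excitation 380 nm and emission 535 nm, after compounds sit 10 min at room temperature with 10 uM horse-spleen apoferritin in 50% saturated 1-AMA/PBS. Values come from four-parameter Hill fits.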
APE1 inh: qHTS Assay for Inhibitors of the Human Apurinic/apyrimidinic Endonuclease 1 (APE1); DNA repair nuclease/redox regulator APEX1 (Homo sapiens), P27695; recombinant APE1, TAMRA/BHQ-2 abasic DNA cleavage fluorescence; AID 2517, 2012; hit rate 0.35% among 350,000; Potency, µM (highest dose often 65.8 µM), for the others: at the highest dose activity change, negative = inhibition, actives largely listed as inhibitors;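 note: potency is the fitted concentration of half-maximal effect; plate controls were vehicle for no effect and reference inhibitor for full effect; nearly all actives have a fitted effect of over 55% in size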
Target sequence (P27695 whole entry, looked up): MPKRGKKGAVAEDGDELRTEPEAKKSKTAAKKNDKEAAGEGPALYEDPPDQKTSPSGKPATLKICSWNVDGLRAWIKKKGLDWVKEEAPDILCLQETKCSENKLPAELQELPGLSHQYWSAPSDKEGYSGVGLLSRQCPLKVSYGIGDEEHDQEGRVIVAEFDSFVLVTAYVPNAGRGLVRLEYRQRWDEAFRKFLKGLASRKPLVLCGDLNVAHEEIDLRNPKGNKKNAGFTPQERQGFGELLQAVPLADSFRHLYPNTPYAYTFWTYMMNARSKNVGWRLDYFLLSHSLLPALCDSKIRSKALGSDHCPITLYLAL
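Endonuclease cleavage of a quenched abasic-site DNA duplex (50 nM) by APE1 (0.75 nM) was tracked by TAMRA dequenching. Compounds were preincubated with enzyme 15 min at room temperature; data normalized to buffer-only and DMSO wells plus NSC13755 control.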
POLH inh: qHTS for Inhibitors of Polymerase Eta; recombinant Pol eta, fluorescent DNA replication assay; Potency, µM (titrated, usually from 114 µM), for the others: at the highest dose activity change, negative = inhibition, actives largely listed as inhibitors; hit rate 1.2% among 390,000; AID 588591, 2011; note: potency is the fitted concentration of half-maximal effect; % is set by controls: 0 for no effect and ±100 for the full control effect
Target sequence (Q9Y253 whole entry, looked up): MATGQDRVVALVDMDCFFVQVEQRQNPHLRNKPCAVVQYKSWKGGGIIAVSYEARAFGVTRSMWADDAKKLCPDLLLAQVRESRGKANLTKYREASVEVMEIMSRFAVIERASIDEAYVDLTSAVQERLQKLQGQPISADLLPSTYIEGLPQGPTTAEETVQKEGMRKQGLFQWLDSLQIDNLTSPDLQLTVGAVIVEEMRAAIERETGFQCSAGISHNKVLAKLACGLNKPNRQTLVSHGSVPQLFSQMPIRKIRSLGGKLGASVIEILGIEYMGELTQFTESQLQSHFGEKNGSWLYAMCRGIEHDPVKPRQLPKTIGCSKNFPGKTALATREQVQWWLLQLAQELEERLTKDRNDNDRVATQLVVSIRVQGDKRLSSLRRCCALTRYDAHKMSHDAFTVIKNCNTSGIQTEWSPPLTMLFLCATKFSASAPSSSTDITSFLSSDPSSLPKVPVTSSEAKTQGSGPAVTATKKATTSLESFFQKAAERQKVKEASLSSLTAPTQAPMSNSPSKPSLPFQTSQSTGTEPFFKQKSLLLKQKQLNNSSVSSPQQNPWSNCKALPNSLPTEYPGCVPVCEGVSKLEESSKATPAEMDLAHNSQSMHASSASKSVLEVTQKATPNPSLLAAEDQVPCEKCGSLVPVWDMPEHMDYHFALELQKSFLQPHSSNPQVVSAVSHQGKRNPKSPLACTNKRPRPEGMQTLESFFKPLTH
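Pol eta (10 nM) was preincubated with compounds for 15 min at room temperature, after which fluorescent replication substrate (50 nM final) was added to start the reaction. Fluorescence was read kinetically at 0 and 10 min.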
* = called active by the depositor; i = inactive; ? = inconclusive; nt = not tested or not shown; [ ] = remark or other dose. Unless noted, calls come from the whole dose curve; as a rule, active = well fitted curve in the direction sought with a large enough effect; inconclusive = small, poorly fitted or top-dose-only effect, or another doubt; inactive = no such curve, though single readings can be large; an effect the other way counts as inactive or inconclusive.

Order of values: Pol kappa inh	POLB inh	Tb PGK inh	RXFP1 antag	BLM helicase inh	POLI inh	Apoferritin bind	APE1 inh	POLH inh
CCOC(=O)c1cccc(NC(=O)CNS(=O)(=O)c2cccs2)c1
 : 4%	0%	-7%	-2	-5%	4%	1%	7%	0%
CN(C(=O)CSc1nnc(-c2ccc(Cl)cc2)n1CC1CCCO1)C1CCS(=O)(=O)C1 (stereo not given)
 : 2%	15%	-6%	-3	2%	134%[activator]	-4%	-2%	-8%
COc1cc(OC)c(CNC2CCCCCC2)cc1Br
 : -6%	3%	5%	3	-2%	170%[activator]	-5%	15%	-4%
Cc1ccc2c(c1)N(CC(=O)NC1CCCC1)C(=O)C(C)O2 (stereo not given)
 : -4%	9%	0%	5	-2%	29%	-2%	55%[activator]	-19%
CC(=O)Nc1cc(C(=O)NCc2ccc(F)cc2Cl)ccc1Sc1ccc(Cl)cc1
 : -14%[60.1 µM]	-16%	9%	-27	-11%	19%	3%	nt	-17%
CC1(C)C(=O)Nc2ccccc2N1C(=O)CN1C(=O)NC(CCc2ccccc2)C1=O (stereo not given)
 : -25%	?	0%	-3	-16%	?	-4%	9%	-9%
COc1ccc(N2CCN(C(c3ccccc3)c3sc4nc(-c5ccco5)nn4c3O)CC2)cc1 (stereo not given)
 : -10%[60.1 µM]	-2%	-1%	4	1%	-23%	?	nt	-5%
CC1CCCN(CCC(=O)Nc2ccc(Br)cc2)C1 (stereo not given)
 : -5%	13%	-5%	9	5%	2%	4%	-4%	5%
CC(C)c1ccc(NC(=O)C2CCCN(S(=O)(=O)c3ccc4[nH]c(=O)oc4c3)C2)cc1 (stereo not given)
 : ?	2%	3%	-34	0%	?	2%	nt	-5%
Cc1cc(C)c(C)c(S(=O)(=O)N2CCC(C(=O)Nc3ccncc3)CC2)c1C
 : -3%	5%	i	-16	-5%	37%[activator]	-11%	4%	-8%
Cc1cccc(NC(=O)CSc2nnc(-c3ccncc3)n2CC2CCCO2)c1 (stereo not given)
 : -1%	1%	0%	6	2%	102%[activator]	-5%	26%[12.4 µM]	3%
COc1ccc(-n2nc3c(c2NC(=O)C(C)Oc2ccccc2)CS(=O)C3)cc1 (stereo not given)
 : -6%	4%	0%	-10	0%	10%	-2%	34%	-10%
COC(=O)NC1CCC(NC(=O)OC)CC1 (stereo not given)
 : -6%	0%	6%	-17	2%	11%	-12%	4%	-17%
O=C(COc1ccc(F)cc1)N/N=C/c1cccc2cccnc12
 : 9%	nt	i	-3	nt	6%	nt	nt	-4%
O=C(CN1C(=O)COc2ccc(Cl)cc21)Nc1ccccn1
 : -10%	25%	5%	2	0%	115%[activator]	0%	11%	-1%
Cc1cc(OCC(=O)NCCc2ccc(S(N)(=O)=O)cc2)c2c(C)c(C)c(=O)oc2c1
 : 0%	12%	-11%	5	3%	-14%	3%	41%	-12%
Cc1cccc(-c2nc3c4ccccc4nc(NCCc4ccccc4)n3n2)c1
 : 2%	-19%	i	-1	-6%	-4%	-6%	nt	6%
CCC(NS(=O)(=O)c1ccc2c(c1)Cc1cc(S(=O)(=O)NC(CC)C(=O)O)ccc1-2)C(=O)O (stereo not given)
 : -9%	11%	10%	1	-5%	-1%	-9%	-2%	-10%
Cc1ccc(S(=O)(=O)NC2=C(N3CCN(Cc4ccccc4)CC3)C(=O)c3ccccc3C2=O)cc1
 : 0%	5%	-4%	-2	-4%	36%[activator]	-15%	-1%	-1%
O=S(=O)(Cc1ccccc1)NCC1CCCO1 (stereo not given)
 : -5%	11%	-3%	0	0%	-4%	-8%	-2%	-3%
COc1cccc(CC(=O)Nc2cc(C(F)(F)F)ccc2N2CCCC2)c1
 : -16%	1%	6%	4	-3%	17%	-17%	10%	2%
Cn1c(=O)cc(SCC(=O)NCCCN2CCN(c3ccccc3F)CC2)c2ccccc21
 : -4%	1%	-6%	0	-4%	11%	-17%	-3%	7%
CCOC(=O)CCCCC(=O)c1[nH]c(=O)[nH]c1CSCCO
 : -5%[60.1 µM]	33%	1%	-4	1%	15%	-7%	19%	9%
O=C(CNC(=O)c1ccc(Cl)c([N+](=O)[O-])c1)NCC1CCCO1 (stereo not given)
 : 6%	1%	-2%	-9	-9%	28%	7%	39%	-8%
CCN(CC)C(=O)Cn1nc(C)c2ccccc2c1=O
 : -4%	0%	i	-22	2%	7%	?	4%	-9%
CCc1nnc(NS(=O)(=O)c2ccc(NC(=S)Nc3ccc(F)cc3)cc2)s1
 : -15%	42%	-6%	1	3%	-10%	-2%	-3%	-5%
Cc1n[nH]c(=S)n1/N=C/c1c(O)ccc2ccccc12
 : -9%	9%	3%	?	6%	38%[activator]	-9%	-6%	-4%
CSCC(=O)N1CCCC(CNC(=O)c2ccc(-c3ccccc3)cc2)C1 (stereo not given)
 : 4%	1%	-8%	-9	-10%	51%[activator]	-9%	4%	-4%
NS(=O)(=O)c1ccc(CCNS(=O)(=O)c2ccc3c(c2)NC(=O)CO3)cc1
 : -9%	-9%	2%	-5	0%	21%	-8%	-7%	-10%
COc1ccc(CCNC(=O)CCc2c(C)c3cc4c(C)c(C)oc4cc3oc2=O)cc1OC
 : 7%	?	-11%	-9	10%	-24%	-5%	nt	6%

The last four entries of the part before come first, to join the parts:
Order of values: Pol kappa inh	POLB inh	Tb PGK inh	RXFP1 antag	BLM helicase inh	POLI inh	Apoferritin bind	APE1 inh	POLH inh
Cc1n[nH]c(=S)n1/N=C/c1c(O)ccc2ccccc12
 : -9%	9%	3%	?	6%	38%[activator]	-9%	-6%	-4%
CSCC(=O)N1CCCC(CNC(=O)c2ccc(-c3ccccc3)cc2)C1 (stereo not given)
 : 4%	1%	-8%	-9	-10%	51%[activator]	-9%	4%	-4%
NS(=O)(=O)c1ccc(CCNS(=O)(=O)c2ccc3c(c2)NC(=O)CO3)cc1
 : -9%	-9%	2%	-5	0%	21%	-8%	-7%	-10%
COc1ccc(CCNC(=O)CCc2c(C)c3cc4c(C)c(C)oc4cc3oc2=O)cc1OC
 : 7%	?	-11%	-9	10%	-24%	-5%	nt	6%
C/C(=N\NC(=O)C1CC1c1ccccc1)c1cccs1 (stereo not given)
 : -10%	27%	16%	4	-1%	4%	?	0%	-10%
O=C(OC1CCOC1=O)c1ccc(S(=O)(=O)N2CCCCCC2)cc1 (stereo not given)
 : -6%	-7%	0%	11	-4%	9%	8%	-7%	5%
O=C(CCC1CCCN(C(=O)c2cc3ccccc3o2)C1)NCc1ccc(F)c(F)c1 (stereo not given)
 : -7%	nt	-5%	nt	nt	36%[activator]	nt	nt	-21%
CCN(CC(=O)NCC(=O)Nc1cccc(C)c1C)Cc1ccccc1
 : -7%	-15%	3%	-2	-5%	-4%	?	24%	-4%
CCCN(CC(=O)Nc1ccccc1OC)C(=O)c1ccc(COc2ccccc2)o1
 : -21%	nt	-5%	7	nt	33%	nt	16%	-21%
Cc1cc2oc(C(=O)Nc3nonc3C)c(C)c2cc1Cl
 : -2%	?	-7%	1	1%	-15%	6%	58%	-9%
CC(=O)/C(=N\Nc1ccc(Cl)cc1Cl)Sc1cccc2cccnc12
 : -2%	31%	i	nt	-5%	8%	1%	14%	-18%
c1ccc(Cc2nc3ccccc3s2)cc1
 : 1%	nt	-1%	-23	nt	28%	nt	nt	-13%
CCCc1cc(=O)[nH]c(SCc2nc(-c3ccc(OC)cc3)no2)n1
 : -6%[60.1 µM]	2%	-5%	-2	-3%	16%	-8%	nt	3%
CC(C)N1CCN(Cc2cccc3nonc23)CC1CCO (stereo not given)
 : 1%	3%	i	nt	-9%	16%	-4%	0%	-2%
COc1cc2c(cc1OC)CN(C(=O)CCNC(=O)c1ccccc1Cl)CC2
 : -13%	nt	-5%	3	nt	23%	nt	14%	0%
O=C(c1ccc2c3c(cccc13)CC2)C1CCCN(Cc2ccccn2)C1 (stereo not given)
 : -8%	8%	-3%	-3	-11%	10%	-1%	-2%	-7%
N#Cc1ccc(CN2CCN(C(=O)C3CC(=O)N(c4ccccc4F)C3)CC2)cc1 (stereo not given)
 : -9%	nt	i	-1	nt	-12%	nt	-7%	-8%
COc1ccc(C)cc1NC(=O)C1CCCN1C(=O)OCc1ccccc1 (stereo not given)
 : -7%	-35%	-6%	-1	0%	6%	0%	0%	-18%

Complete entries, looked up by structure. Order of screens: Pol kappa inh | POLB inh | Tb PGK inh | RXFP1 antag | BLM helicase inh | POLI inh | Apoferritin bind | APE1 inh | POLH inh
`CCCc1cc(=O)[nH]c(SCc2nc(-c3ccc(OC)cc3)no2)n1` as listed: -6%[60.1 µM] | 2% | -5% | -2 | -3% | 16% | -8% | nt | 3%
`CC(=O)/C(=N\Nc1ccc(Cl)cc1Cl)Sc1cccc2cccnc12` as listed: -2% | 31% | i | nt | -5% | 8% | 1% | 14% | -18%

This is a subset; count on the stated rates, not on these rows.
